Source: PubChem BioAssay (Sanford-Burnham Center for Chemical Genomics)
Apaf1 inhib: human Apaf-1 inhibition. reconstituted apoptosome caspase-3 activity, DEVD-Rh110 fluorescence. hit rate 0.71% among 330,000. inhibition, % at 20 µM. AID 489030; active = inhibition of at least 40% at 20 µM;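 note: plate controls were DMSO wells for no effect and DEVD-CHO caspase inhibitor wells for full effect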
Target sequence (O14727 whole entry, looked up): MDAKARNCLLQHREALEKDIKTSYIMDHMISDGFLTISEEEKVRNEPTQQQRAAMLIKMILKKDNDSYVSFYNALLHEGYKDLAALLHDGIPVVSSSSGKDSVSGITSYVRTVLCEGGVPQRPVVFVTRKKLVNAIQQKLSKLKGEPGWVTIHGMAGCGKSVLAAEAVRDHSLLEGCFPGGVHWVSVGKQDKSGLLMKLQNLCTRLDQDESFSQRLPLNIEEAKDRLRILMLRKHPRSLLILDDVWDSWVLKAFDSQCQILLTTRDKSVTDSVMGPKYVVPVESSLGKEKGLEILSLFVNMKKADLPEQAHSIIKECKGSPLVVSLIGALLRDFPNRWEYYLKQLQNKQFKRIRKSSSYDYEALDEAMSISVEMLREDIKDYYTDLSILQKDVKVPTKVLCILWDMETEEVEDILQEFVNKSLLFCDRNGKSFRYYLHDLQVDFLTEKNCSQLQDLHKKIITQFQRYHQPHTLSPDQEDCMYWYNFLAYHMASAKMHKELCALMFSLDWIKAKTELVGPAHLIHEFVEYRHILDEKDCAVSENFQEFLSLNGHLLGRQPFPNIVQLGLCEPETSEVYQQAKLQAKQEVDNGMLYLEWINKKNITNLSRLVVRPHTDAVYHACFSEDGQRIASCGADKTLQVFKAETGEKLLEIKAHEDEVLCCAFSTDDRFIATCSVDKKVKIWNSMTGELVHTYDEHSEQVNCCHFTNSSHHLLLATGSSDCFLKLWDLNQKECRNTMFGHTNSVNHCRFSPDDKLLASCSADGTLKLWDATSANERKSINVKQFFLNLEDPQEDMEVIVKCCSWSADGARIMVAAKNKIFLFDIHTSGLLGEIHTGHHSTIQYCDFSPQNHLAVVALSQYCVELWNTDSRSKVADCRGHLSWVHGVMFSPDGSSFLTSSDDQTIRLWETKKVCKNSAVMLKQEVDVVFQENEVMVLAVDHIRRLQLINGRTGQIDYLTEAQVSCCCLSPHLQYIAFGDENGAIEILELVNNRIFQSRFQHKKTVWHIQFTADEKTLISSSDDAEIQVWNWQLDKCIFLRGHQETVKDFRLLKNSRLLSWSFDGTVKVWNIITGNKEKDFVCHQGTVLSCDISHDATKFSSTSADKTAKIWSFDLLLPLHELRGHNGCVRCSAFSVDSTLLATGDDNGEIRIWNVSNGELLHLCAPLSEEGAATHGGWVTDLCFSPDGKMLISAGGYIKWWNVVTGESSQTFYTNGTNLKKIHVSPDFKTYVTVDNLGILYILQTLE
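Assay system: Apoptosome proteins | Medium: pH 7.5 Hepes buffer with CHAPS, BSA, DTT | Also added: Cytochrome c and DEVD-Rh110 substrate | Times: 30 min plus 50 min, RT | Detection: Rhodamine 110 fluorescence at Ex 480/Em 540 nm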
PfG6PD inh: PfG6PD (Plasmodium falciparum) enzyme inhibition; inhibition, % at 20 µM; PfGluPho enzyme, NADPH resazurin-diaphorase fluorescence; hit rate 0.78% among 350,000;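 active = inhibition reaching at least a set limit at 20 µM in the primary screen, cut at about 59% in these data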;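 note: 0% = DMSO wells with substrate and 100% = DMSO wells lacking glucose-6-phosphate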
SENP6 block: blocks the human protease SENP6 | hit rate 1.8% among 330,000 | AID 2599 | Recombinant SENP6 catalytic domain, aminoluciferin luminescence | inhibition, % at 10 µM | Q9GZR1;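 active = inhibition above about 50% at the single tested dose, limit read from the data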;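 note: plate controls were DMSO wells with enzyme for no effect and DMSO wells lacking enzyme for full effect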
HKDC1 inhibitor: blocks human hexokinase HKDC1 activity; hit rate 0.16% among 340,000; inhibition, % at 20 µM; Q2TB90; recombinant HKDC1, G6PDH/diaphorase resazurin coupled fluorescence;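 active = inhibition above about 35% when tested at 20 µM, limit read from the data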;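 note: plate controls were DMSO wells with enzyme for no effect and DMSO wells lacking enzyme for full effect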
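test system = in-house recombinant HK5 (HKDC1) enzyme | amount = HKDC1 at 5 µg/mL | control set = DMSO-enzyme wells negative, buffer-substituted wells positive | compound = one dose of 20 µM, 1% DMSO | schedule = reaction time 90 min, room temperature, protected from light | technique = resorufin fluorescence at 613 nm | reagent = glucose with 1 mM ATP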
SENP8 block-1: inhibitors of human SENP8 protease; Q96LD8; recombinant SENP8, Nedd8 substrate fluorescence; inhibition, % at 20 µM; hit rate 0.64% among 360,000; AID 602440; in the data active = inhibition mostly above about 40%, no sharp cut-off; inactive = mostly below about 27%
SENP1 inh: SENP1 (human) catalytic domain inhibition; inhibition, % at 10 µM; recombinant SENP1 catalytic domain, CyPet-SUMO1-YPet FRET cleavage; Q9P0U3; AID 624204; hit rate 0.21% among 360,000;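 active = inhibition at least 30% at 10 µM, raw YFP signal under a set limit, fluorescence ratio 0.5 to 1.5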;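 note: 0% = enzyme with DMSO and 100% = no enzyme wells; some results filed as inactive read as strong as hits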
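Test system: hSENP1 catalytic domain, recombinant; Amount: 20 pM final SENP1 enzyme; Medium: Tris pH 8 buffer plus EDTA, NaCl, BME, BSA, NP40, catalase; Schedule: 50 min enzyme reaction, room temperature, light-protected; Technique: FRET fluorescence in CFP and YFP emission channels; Controls: no-enzyme wells low, DMSO-plus-enzyme wells high control.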
SENP8 block-2: blocks the human protease SENP8 | Q96LD8 | purified SENP8, Z-RLRGG-aminoluciferin cleavage, luminescence | inhibition, % at 10 µM | hit rate 1.2% among 330,000 | AID 2540; in the data active = inhibition above about 50%
NALP3 yeast inh: NALP3 inhibition in yeast; inhibition, % at 10 µM; AID 2825; hit rate 0.39% among 330,000; Yeast reconstituted NLRP3/ASC/caspase-1, beta-gal luminescence, 24 h;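 active = inhibition of 50% or more; inactive = inhibition below 50%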;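 note: plate controls were induced DMSO wells for no effect and uninduced yeast grown without galactose for full effect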
SENP7 inh: SENP7 protease inhibition | Q9BQF6 | recombinant SENP7, Z-RLRGG-aminoluciferin luminescence, 40 min | inhibition, % at 5 µM | hit rate 1.5% among 330,000 | AID 434973;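 active = inhibition above about 50% at the single test dose, limit read from the data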;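 note: plate controls were DMSO with enzyme for no effect and no enzyme buffer wells for full effect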
* = called active by the depositor; i = inactive; nt = no result given.

SMILES	Apaf1 inhib	PfG6PD inh	SENP6 block	HKDC1 inhibitor	SENP8 block-1	SENP1 inh	SENP8 block-2	NALP3 yeast inh	SENP7 inh
CC(=O)N/C(=C\c1ccccc1)C(=O)Nc1ccccc1C	-1	1	-2	-6	-5	1	-10	11	-6
N#Cc1cc([N+](=O)[O-])ccc1NCC1CCCO1 (stereo not given)	7	-5	-15	-2	19	1	0	-30	2
CCOC(=O)c1ccc(N2C(=O)c3n[nH]c(C)c3C2c2ccc(OC)c(OC)c2)cc1 (stereo not given)	6	4	6	18	0	0	2	10	6
O=C(Nc1c(C(=O)NCc2ccco2)cnn1-c1ccccc1)c1ccc(F)cc1	-2	-22	-21	-4	10	1	-1	0	4
O=C(Nc1nnc(-c2ccccc2)o1)c1cc(-c2cccs2)nc2ccccc12	22	-14	-14	-9	-358	-7	-11	16	7
Cn1ccnc1SCc1nc2c(cnn2-c2ccccc2)c(=O)[nH]1	-3	-19	2	1	15	-7	0	10	1
CC1(C)Cc2c(cnn2-c2cccc(F)c2)C(NC(=O)c2ccc[n+]([O-])c2)C1 (stereo not given)	-3	-4	-7	-3	3	-1	-3	9	11
Cc1ccc2nc(-c3cccnc3)cc(C(=O)N3CCN(c4ccc([N+](=O)[O-])cc4)CC3)c2c1	6	2	-11	4	21	-7	-3	6	-1
COc1ccc(C(C(=O)NC2CCCC2)N(CCN(C)C)C(=O)c2snc(C(N)=O)c2N)cc1 (stereo not given)	3	0	7	-6	-195	-1	0	-3	3
Cn1c(=O)c2c(nc(SCC(=O)NCC3CCCO3)n2Cc2ccc(F)cc2)n(C)c1=O (stereo not given)	-30	15	8	-4	28	-1	2	1	6
O=C(CSCc1ccc(Cl)cc1)N1CCOCC1	-2	6	-6	5	-1	2	-3	7	8
CCc1ccccc1NNC(=O)CCc1ccccc1	-11	12	-1	-1	0	2	-2	25	-3
CCOC(=O)Cc1c(C)c2c(C)[nH]nc2oc1=O	0	5	-27	4	-28	-12	2	15	8
CC(=O)C1=NN(c2ccccc2)C(c2cccs2)N1c1ccc(N(C)C)cc1 (stereo not given)	1	8	-18	-1	31	-4	-7	16	-9
CN1CCc2c(sc3c2C(=O)NC(/C=C\c2ccccc2)N3)C1 (stereo not given)	3	32	-17	5	-468	-41	-3	13	1
CCOc1ccccc1NC(=S)N1CCC(c2nc3ccccc3o2)CC1	-8	-2	-2	3	10	1	9	15	0
CC(=O)Oc1ccc2oc(/C=C/N(C)C)c([N+](=O)[O-])c2c1	4	10	9	9	38	-1	1	20	-2
Cc1cccc(COc2ccc(/C(O)=C3\C(=O)C(=O)N(CCN(C)C)C3c3ccncc3)cc2)c1 (stereo not given)	-2	-31	34	-4	9	-2	0	2	7
N#Cc1cccc(Nc2c3c(nc4ccccc24)CCCC3)c1	9	-6	-6	6	-119	-1	-1	1	5
O=C(COC(=O)/C=C/c1cccc(Cl)c1)NCc1cccs1	10	-9	0	-2	14	-2	-5	-1	15
O=C(O)CCn1nnc2ccccc21	-20	2	15	-2	6	1	1	10	2
Cc1cc(=O)[nH]c(SCC(=O)Nc2nnc(CC(C)C)s2)n1	1	-16	-19	0	15	1	7	15	2
Cc1onc(-c2ccccc2)c1C(=O)N1CCN(c2ccc([N+](=O)[O-])cc2)CC1	-1	13	-18	-2	16	-3	-9	-11	10
Cc1nn(C)c(C(=O)N/N=C/c2cccnc2)c1Cl	-23	-6	-18	1	7	0	-1	6	-5
CC(C)C[C@@H]1NC(=O)[C@H](CO)NC(=O)c2cc([N+](=O)[O-])cc(I)c2OCC[C@@H](C(N)=O)NC1=O	6	-21	5	-1	23	0	0	21	-1
CCCCCc1nnc(NC(=O)c2ccc3nc[nH]c3c2)s1	20	-10	-2	3	-2	5	-11	-8	-7
O=C(CSc1nnnn1-c1ccccc1)Nc1ccccc1	5	-19	-25	-1	15	0	-12	23	-4
CCCc1nc(SCc2ccc(Cl)cc2Cl)n[nH]1	3	72*	-11	1	15	4	-7	23	0
Cn1cc(CN2CCC(C(O)c3cccs3)CC2)c(-c2cccc(Cl)c2)n1 (stereo not given)	-1	-6	-41	-8	5	3	-4	29	-3
COc1ccccc1-c1ccc2nnc(SCC(=O)N3CCCC3)n2n1	6	-2	10	-8	-436	1	-5	-9	3
CCOc1ccccc1NC(=O)NCc1cccnc1	2	-2	-7	-14	8	1	-5	4	10
O=C(Nc1c(Cl)cccc1Cl)c1ccc(-c2ccccc2)cc1	-11	0	-4	-4	9	2	3	14	0
COc1ccc(C(=O)NCCCNC(=O)c2ccc(C)nc2)cc1	3	-7	-23	-5	12	-3	-9	18	-12
O=C(Nc1ccc2nc(-c3cccs3)[nH]c2c1)c1ccco1	2	19	4	3	-439	-2	-15	3	-5
CS(=O)(=O)N1CCC(C(=O)N2CCN(C(c3ccccc3)c3ccccc3)CC2)CC1	1	-13	5	-7	27	0	-5	5	4
CC(=O)Nc1c(I)c(C(=O)N[C@H]2C(O)O[C@H](CO)[C@@H](O)[C@@H]2O)c(I)c(N(C)C(C)=O)c1I (stereo not given in full)	4	-1	-5	3	0	0	10	11	0
Cc1ccc(N2C(=O)[C@@H]3[C@H](C2=O)[C@H]2C=C(C(=O)c4ccccc4)C=CN2[C@@H]3C(=O)c2ccc(Cl)cc2)cc1	7	-3	5	3	5	-1	5	13	-8
O=C(Nc1nccs1)c1ccc2c(c1)OCO2	3	8	63*	-2	6	-2	44	33	48
CC(C)C(=O)Nc1cccc(NC(=O)c2cc3ccccc3o2)c1	14	36	-68	4	8	-1	9	31	36
O=C1CCCC(=O)C1=C1SCCCS1	3	-12	-6	5	8	2	-11	-12	-1
CCCC[C@H](CN[C@@H](CNC)[C@H](C)CC)NCCC12CCC(CC1)C2	7	-10	-4	-7	20	-1	2	18	-2
CCN(CC)CCNC(=O)c1ccc2c(c1)NC(=O)c1ccccc1S2	-2	-8	-15	-4	25	-2	0	12	0
Cc1ccc(C(=O)OCC(=O)Nc2ccc3[nH]c(=O)[nH]c3c2)cc1S(=O)(=O)N1CCOCC1	3	-1	2	-6	10	2	0	10	6
COc1ccc(NS(=O)(=O)c2cc(NS(=O)(=O)c3cccs3)ccc2C)cc1	10	-11	-12	-2	14	0	-11	29	-12
Nc1ccc(C(=O)Nc2ccccc2C(=O)O)cc1	0	1	-16	4	-21	1	26	1	43
COc1cc(-c2nc(-c3ccncc3)no2)cc(OC)c1OC	-9	-10	2	0	5	0	0	14	-6
CC(NC(=O)COC(=O)c1ccco1)c1ccccc1 (stereo not given)	1	-12	-2	-12	13	4	-5	-9	1
COc1ccc(C2CC(c3ccccc3F)=NN2c2ccc(S(N)(=O)=O)cc2)cc1 (stereo not given)	16	20	nt	-4	-371	-175	nt	nt	4
CC(C)n1c(Oc2ccc(F)cc2)nc2c1c(=O)n(C)c(=O)n2C	-10	-19	-6	-11	3	-7	4	14	-10
COC(=O)c1ccc(/C=C/c2c(-c3ccc(OC)cc3)oc3ccccc23)cc1	12	13	-13	2	i	0	3	-2	5
CC(NC(=O)C1CCN(S(=O)(=O)c2cnc[nH]2)CC1)c1ccccc1 (stereo not given)	-9	-5	10	-8	14	0	2	8	2
COc1ccc(Cc2nnc(NC(=O)CS(=O)(=O)c3ccc(C)cc3)s2)cc1OC	1	-16	-13	3	13	0	1	13	8
CCN(CC)c1ccc(/C=N/N2C(=O)c3ccccc3C2=O)c(O)c1	-8	-17	1	-10	-1	-29	-16	-8	-2
O=C(CCN1C(=O)/C(=C\C=C\c2ccccc2)SC1=S)Nc1ccc(C(=O)O)cc1	19	12	59*	26	16	-11	60*	11	18
CCc1ccccc1OCC(=O)Nc1cc(S(=O)(=O)N(CC)CC)ccc1N1CCOCC1	17	1	14	7	-12	-4	1	10	4
O=C(Nc1cccc(NC(=O)c2cccc(Cl)c2)c1)c1cccnc1	-2	10	6	-2	6	0	5	3	7
CC(=O)Nc1sc(NC(=O)c2ccccc2)nc1-c1cccs1	-24	12	-23	-3	-12	3	-3	16	0
Cc1cccc(NC(=O)NNC(=O)c2c(Cl)c(C)nn2C)c1	-4	3	-7	-8	16	5	-5	15	-2
CCOc1ccc(OCCSc2nc(-c3ccccc3)cc(=O)[nH]2)cc1	2	-23	-9	3	-16	0	1	1	-2
Cc1nn(-c2ccc(Cl)cc2)c2sc(C(=O)N3CCN(c4ccccn4)CC3)cc12	7	8	7	-7	18	2	-1	-4	1

A few values from the results shown:
`Cc1cccc(NC(=O)NNC(=O)c2c(Cl)c(C)nn2C)c1` in Apaf1 inhib shows -4
`CCc1ccccc1OCC(=O)Nc1cc(S(=O)(=O)N(CC)CC)ccc1N1CCOCC1` in SENP8 block-1 shows -12
`CCN(CC)c1ccc(/C=N/N2C(=O)c3ccccc3C2=O)c(O)c1` in HKDC1 inhibitor shows -10
`CCOc1ccc(OCCSc2nc(-c3ccccc3)cc(=O)[nH]2)cc1` in PfG6PD inh shows -23

A draw from above in order of molar mass, high to low:
SMILES	Apaf1 inhib	PfG6PD inh	SENP6 block	HKDC1 inhibitor	SENP8 block-1	SENP1 inh	SENP8 block-2	NALP3 yeast inh	SENP7 inh
O=C(CCN1C(=O)/C(=C\C=C\c2ccccc2)SC1=S)Nc1ccc(C(=O)O)cc1	19	12	59*	26	16	-11	60*	11	18
Cc1nn(-c2ccc(Cl)cc2)c2sc(C(=O)N3CCN(c4ccccn4)CC3)cc12	7	8	7	-7	18	2	-1	-4	1
COC(=O)c1ccc(/C=C/c2c(-c3ccc(OC)cc3)oc3ccccc23)cc1	12	13	-13	2	i	0	3	-2	5
CC(NC(=O)C1CCN(S(=O)(=O)c2cnc[nH]2)CC1)c1ccccc1 (stereo not given)	-9	-5	10	-8	14	0	2	8	2
CC(=O)Nc1sc(NC(=O)c2ccccc2)nc1-c1cccs1	-24	12	-23	-3	-12	3	-3	16	0

Other records follow.
SMILES	Apaf1 inhib	PfG6PD inh	SENP6 block	HKDC1 inhibitor	SENP8 block-1	SENP1 inh	SENP8 block-2	NALP3 yeast inh	SENP7 inh
COc1ccc(OC)c2[nH]c(=O)c(CCNC(=O)c3ccc(S(=O)(=O)N4CCCC4)cc3)cc12	3	14	-27	33	-213	3	-9	3	3
O=C(C(=O)N1CCCCC1)c1cn(CC(=O)N2CCCCCC2)c2ccccc12	-4	13	-9	-2	-12	-1	0	3	-3
CCN(CC)S(=O)(=O)c1ccc(NC(=O)COC(=O)CCc2cc(OC)c(OC)c(OC)c2)cc1	-2	-18	15	-7	16	0	-1	11	0
COc1ccc(CNC(=O)[C@H](C)NC(=O)C2CCN(C(=O)[C@@H](N)CCSC)CC2)cc1	-4	10	-10	-5	38	0	-14	-1	9
CCNc1nc(NCC)n2c(SC(C(=O)Nc3cc(Cl)cc(Cl)c3)c3ccccc3)nnc2n1 (stereo not given)	10	-11	-4	-12	12	2	-16	8	-6
CC(C)CCNC(=O)NC(=O)CSc1ccc(S(=O)(=O)N2CCOCC2)cn1	4	51	-5	-2	2	-4	-2	-8	4
OC(CN1CCN(c2ccccn2)CC1)Cn1c2ccc(Cl)cc2c2cc(Cl)ccc21 (stereo not given)	4	13	-2	4	5	3	2	31	2
CC(C)CC(N)C(=O)OCc1ccc([N+](=O)[O-])cc1 (stereo not given)	-5	7	-3	-2	13	0	-5	13	-2
